NALP1 inh: NALP1 inflammasome inhibitors in reconstituted yeast, colorimetric, S. cerevisiae, triplicate retest | S. cerevisiae NALP1/ASC/caspase-1 growth, X-gal OD620, 72 h | AID 2071, 2009 | inhibition, % at 10 µM | 0.61% of 280,000 active; in the data active = inhibition mostly above about 24%, no sharp cut-off; inactive = mostly below about 32%; also: some compounds called inactive have numbers as strong as hits
SUMO HTRF inh: inhibitors of in vitro SUMOylation cascade, primary screen, biochemical, HTRF, uHTS; 0.36% of 290,000 active; SUMO-conjugating enzyme UBC9 (Homo sapiens), P63279; HTRF SUMOylation assay, SAE1/SAE2 + UBC9; AID 2006, 2009; inhibition, % at 35 µM; in the data active = inhibition above about 50%, passing the limit was not always enough; also: strong numbers were not always called active
Target sequence (P63279 whole entry, looked up): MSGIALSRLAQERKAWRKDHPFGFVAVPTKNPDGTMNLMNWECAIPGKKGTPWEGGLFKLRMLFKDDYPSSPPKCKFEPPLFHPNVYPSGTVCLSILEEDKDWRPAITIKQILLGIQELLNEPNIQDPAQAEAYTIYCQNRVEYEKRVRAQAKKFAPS
pCIP destab: p/CIP-EGFP fusion destabilizers, primary screen, fluorescence, F442A cells. Q05BA5. 16 h. decrease of EGFP signal, % at 10 µM. 0.01% of 290,000 active. AID 1984, 2009;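 active = EGFP signal decrease of at least 30% at 10 µM or well 3 SD below plate mean, unless failing retest; inactive = the rest, including hits failing retest or dose response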; also: some compounds called inactive have numbers as strong as hits; many of its hits are not listed in these tables
IDE inh: human IDE inhibitors in live cells, primary screen, fluorescence polarization, HEK cells, FAbetaB substrate; FAbetaB cleavage; Insulin-degrading enzyme (Homo sapiens), P14735; inhibition, % at 5.59 µM; 0.41% of 320,000 active;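 active = percent inhibition above the average of all tested compounds plus 3 SD, set per screening campaign, cut at about 16% in these data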;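 also: IDE supplied by intact live HEK cells; FP after avidin binding of uncleaved biotin substrate so inhibition keeps polarization high; 0% = DMSO wells and 100% = 60 µM reference IDE inhibitor Ii1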
MEKK3 PB1 HTS: modulators of MEKK3-MEK5 PB1 binding, primary screen, biochemical, wildtype MEKK3, multiplex bead flow cytometry, Alexa488-MEK5. Mitogen-activated protein kinase kinase kinase 3 (Homo sapiens), Q99759. binding response (% of control), % at 10 µM. 1.4% of 290,000 active. bead-based flow cytometry, Alexa488-MEK5 binding to MEKK3; actives lie on both sides; 0 = blocked by unlabeled MEK5, 100 = vehicle;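 active = binding response more than 3 SD above or below the average of its plate-row segment, actives on both sides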;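 also: Alexa488 bead fluorescence after subtracting the streptavidin-only scavenger bead signal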
Target sequence (Q99759 whole entry, looked up): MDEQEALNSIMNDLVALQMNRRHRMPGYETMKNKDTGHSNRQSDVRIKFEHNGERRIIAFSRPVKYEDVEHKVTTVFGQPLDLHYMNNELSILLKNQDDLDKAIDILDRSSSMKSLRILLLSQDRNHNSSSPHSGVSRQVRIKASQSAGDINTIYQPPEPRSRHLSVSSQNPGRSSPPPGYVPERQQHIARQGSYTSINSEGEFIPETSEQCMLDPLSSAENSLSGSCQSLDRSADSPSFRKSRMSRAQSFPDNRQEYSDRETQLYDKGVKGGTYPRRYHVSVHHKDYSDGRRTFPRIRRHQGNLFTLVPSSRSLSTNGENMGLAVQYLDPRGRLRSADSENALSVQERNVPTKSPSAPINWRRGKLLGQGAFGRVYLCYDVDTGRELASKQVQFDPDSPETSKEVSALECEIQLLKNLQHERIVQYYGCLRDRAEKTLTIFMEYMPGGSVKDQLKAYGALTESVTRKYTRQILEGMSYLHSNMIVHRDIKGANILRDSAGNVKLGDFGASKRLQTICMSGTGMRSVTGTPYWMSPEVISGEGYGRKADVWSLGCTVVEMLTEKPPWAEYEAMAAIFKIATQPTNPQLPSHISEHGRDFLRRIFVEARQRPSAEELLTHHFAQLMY
MEKK2 WT-MEK5: modulators of MEK5 binding to wildtype MEKK2, primary screen, biochemical, multiplex bead flow cytometry, Alexa488-MEK5; Mitogen-activated protein kinase kinase kinase 2 (Homo sapiens), Q9Y2U5; Alexa488-MEK5 binding to MEKK2 WT; actives lie on both sides; binding response (% of control), % at 10 µM; 1.1% of 290,000 active; AID 1531, 2009; in the data active = binding response below about 67% or above about 130%
IDE act: human IDE activators in live cells, primary screen, fluorescence polarization, HEK cells, FAbeta-B substrate; Insulin-degrading enzyme (Homo sapiens), P14735; FAbeta-B cleavage; 0% vehicle, 100% cell-free pure enzyme wells; activation, % at 5.96 µM; 0.073% of 340,000 active;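 active = activation above the mean of all tested compounds plus 3 SD, set per screening campaign, cut at about 17% in these data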
MEKK2mut PB1 HTS: MEK5 binding signal on mutant MEKK2 PB1, primary screen, biochemical, multiplex bead flow cytometry, Alexa488-MEK5; 0.35% of 290,000 active; AID 1530, 2009; Alexa488-MEK5 binding to MEKK2 mutant; percent response, % at 10 µM; in the data active = percent response above about 24%, passing the limit was not always enough; also: inactives centre near 1; some results filed as inactive read as strong as hits; reference of the scale not given here
PfM18AAP inh: PfM18AAP inhibitors, malaria aminopeptidase, primary screen, biochemical, QFRET, recombinant enzyme. M18 aspartyl aminopeptidase (Plasmodium falciparum 3D7). H-Glu-NHMec fluorogenic cleavage. inhibition, % at 7.35 µM. 1.2% of 290,000 active;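 active = inhibition above the campaign mean inhibition over all tested compounds plus 3 SD, cut at about 28% in these data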;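 also: 0% = plate median of test compound wells and 100% = 2 mM ZnCl2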
* marks the source's active call; other numbers are inactive results; . = no result given; [ ] = dose if it differs, or a comment.

SMILES	NALP1 inh	SUMO HTRF inh	pCIP destab	IDE inh	MEKK3 PB1 HTS	MEKK2 WT-MEK5	IDE act	MEKK2mut PB1 HTS	PfM18AAP inh
COC(=O)CN(c1ccc(OCc2ccccc2)cc1)S(C)(=O)=O	4	4	-3	-4	101	99	-4	0	9
COc1cc(/C=C/C(=O)OCC(=O)NCc2ccco2)ccc1OC(F)F	17	-4	-2	-1	99	107	3	6	6
Cc1cc(=O)n(Cc2ccccc2)c2c(C)cccc12	12	-24	-10	4	104	103	4	3	-1
O=C(NC1CCN(Cc2ccccc2)CC1)C1CCN(S(=O)(=O)c2cccc([N+](=O)[O-])c2)CC1	5	25	-2	1	100	116	5	6	-7
O=C(N/N=C/c1ccc[nH]1)c1ccc2c(c1)OCO2	16	19	-1	3	100	99	1	-1	3
Cn1ccnc1C(O)c1cc(C(C)(C)C)c(O)c(C(C)(C)C)c1 (stereo not drawn)	26	2	-12	0	99	97	-9	4	1
Cc1ccc(NC(=O)C2=CC(c3ccc(C)cc3)=NS(=O)(=O)N2C)cc1	3	-6	-9	-1	102	102	-2	-4	-4
COc1ccc(NC(=O)CN(C)C(=O)C(C)Sc2ccccc2)cc1 (stereo not drawn)	6	-8	9	3	108	106	5	7	-3
Cn1c(=O)[nH]c(=O)c2c1nc(Br)n2CCOc1ccccc1	6	1	5	0	109	103	2	2	3
COc1cc(CNCCc2ccc(F)cc2)ccc1OCc1ccc(Cl)nc1	19	8	8	4	99	116	3	4	2

The last five entries of the part before come first, to join the parts.
SMILES	NALP1 inh	SUMO HTRF inh	pCIP destab	IDE inh	MEKK3 PB1 HTS	MEKK2 WT-MEK5	IDE act	MEKK2mut PB1 HTS	PfM18AAP inh
Cn1ccnc1C(O)c1cc(C(C)(C)C)c(O)c(C(C)(C)C)c1 (stereo not drawn)	26	2	-12	0	99	97	-9	4	1
Cc1ccc(NC(=O)C2=CC(c3ccc(C)cc3)=NS(=O)(=O)N2C)cc1	3	-6	-9	-1	102	102	-2	-4	-4
COc1ccc(NC(=O)CN(C)C(=O)C(C)Sc2ccccc2)cc1 (stereo not drawn)	6	-8	9	3	108	106	5	7	-3
Cn1c(=O)[nH]c(=O)c2c1nc(Br)n2CCOc1ccccc1	6	1	5	0	109	103	2	2	3
COc1cc(CNCCc2ccc(F)cc2)ccc1OCc1ccc(Cl)nc1	19	8	8	4	99	116	3	4	2
O=C(c1cc2cc(Cl)ccc2[nH]1)N1CCN(c2ccc(F)cc2)CC1	-3	-8	3	-3	104	104	3	5	-3
O=C(NC1CCCCC1NC(=O)c1cccs1)c1cccs1 (stereo not drawn)	15	-20	8	1	99	99	2	-2	-5
CC(C)c1ccc(C(=O)Nc2nnc(S(=O)(=O)N3CCOCC3)s2)cc1	-3	15	-5	-5	102	99	2	3	-2
O=C(N/N=C/c1ccc2c(c1)OCO2)C(O)c1ccccc1 (stereo not drawn)	19	6	-7	1	98	98	2	-4	-12
COC(=O)c1sc2nc3c(cc2c1N)C(=O)CC(C)(C)C3	4	7	4	3	101	102	-7	3	-33
O=C(OCc1ccccc1)c1ccc(Br)o1	-30	1	0	6	100	100	6	2	-11
NCCCC[C@H](NC(=O)C1CCNCC1)c1nnc(CN)o1	-1	6	-1	4	99	98	.	1	-2
COc1ccc(F)cc1S(=O)(=O)N1CCCCC1	.	11	-4	-6	89	85	-1	-20	-9
Cc1cc(C)c([N+](=O)[O-])cc1-c1ccc(/C=N/c2c(-c3ccco3)nc3ccccn23)o1	-1	7	-24	-1	89	-3.0*[inhibitor]	1	-2	15
CC(C)CCNC(=O)C1CC(=O)N(CCc2ccccc2)C1 (stereo not drawn)	22	3	-10	-1	101	101	-1	1	-10
CCNC(=S)Nc1cccc(F)c1C	-14	4	-1	-6	100	102	.	2	-2
Cc1nc(N2CCN(C)CC2)c2sc(=S)n(C)c2n1	-6	6	-2	1	95	95	4	-3	1
Cc1c(Cl)c([N+](=O)[O-])nn1CC(=O)NC(C)c1ccccc1 (stereo not drawn)	.	2	-3	3	103	102	3	2	-1
O=C(CSc1nc2ccccc2o1)N/N=C/c1ccccc1	4	-2	-7	5	100	104	-5	1	15
O=C(O)Cn1c(-c2ccccn2)nc2ccccc21	10	29	-10	1	103	100	-1	4	5
O=C(COC(=O)c1c2c(nc3ccccc13)CCN(Cc1ccccc1)C2)Nc1c(F)cccc1F	22	40	1	8	91	92	4	-3	-1
COc1ccc(C2/C(=C(\O)c3ccc4c(c3)CC(C)O4)C(=O)C(=O)N2Cc2cccnc2)c(OC)c1 (stereo not drawn)	4	5	-6	0	104	108	8	7	10
CCOC(=O)c1cc(NC(=O)c2ccco2)ccc1N1CCOCC1	-10	12	-11	3	27*[inhibitor]	35*[inhibitor]	-1	-22	-7
CNc1nc(-c2ccccc2)cc(-c2ccccc2)n1	.	-6	-12	-2	103	105	6	-1	0
COc1cccc(C=Nc2cccnc2)c1O	-6	6	5	-5	104	103	.	0	5
CC(=O)Nc1ccc(S(=O)(=O)N2CCN(c3cc(C)nc4ncnn34)CC2)cc1	-2	4	-6	3	110	101	2	4	0
Cc1c(CC(=O)O)c(=O)oc2cc(OCc3ccc(Cl)cc3)ccc12	-10	17	-7	2	100	99	3	-2	-4
O=C(c1ccco1)N1CCN(c2cc(=O)n(C3CCCCC3)c(=O)[nH]2)CC1	14	-10	-2	-12	103	101	4	-3	-1
O=S(=O)(c1ccc(Br)cc1)N1CCn2c(nc3ccccc32)C1	30	4	10	3	104	107	-3	6	2
COc1ccc(CN2CNc3nc4ccccc4n3C2)cc1	1	11	3	-5	79	87	-2	-7	6
COCCNC(=O)c1ccccc1-c1nc(-c2ccccc2Cl)no1	6	-9	-1	4	114	111	3	7	-1
COc1ccc(CN2CCN(Cc3ccc(C)cc3)C(CCO)C2)cc1OC (stereo not drawn)	18	-6	4	-10	99	101	3	-1	-2
Cc1cc(C)c2nc(/N=C(\N)NC(=O)Nc3ccccc3)nc(C)c2c1	34	-6	-17	-5	101	117	4	3	-1
O=C1C(Cl)=C(NCC2CCCO2)C(=O)N1c1cccc(Cl)c1Cl (stereo not drawn)	-8	27	2	-1	92	97	0	-4	-1
O=C(CC1S/C(=N\S(=O)(=O)c2ccccc2)N(c2ccccc2)C1=O)Nc1ccc(F)cc1 (stereo not drawn)	42	-26	-10	-7	105	104	6	2	-3
Fc1ccccc1NC(=S)NCc1ccc(Cl)cc1	8	0	5	3	99	99	4	1	3
COc1cccc(NC(=S)N2CCN(S(C)(=O)=O)CC2)c1	-9	2	-9	.	99	102	2	1	2
CC1C(=O)N2CCCc3cc(S(=O)(=O)N(C)Cc4ccccc4)cc1c32 (stereo not drawn)	13	18	-3	3	102	101	10	4	-1
CN(C(=O)COC(=O)c1cccc(NS(=O)(=O)c2ccc(F)c(F)c2)c1)C1CCS(=O)(=O)C1 (stereo not drawn)	-14	-8	8	3	96	94	6	-7	-4
CN(C)c1ccc(-c2nnc(-c3cccnc3)o2)cc1	-4	26	2	.	103	112	0	13	10
COC(=O)c1cc2c(C)c(C)c3ccccn3c-2c1C(=O)OC	4	15	7	3	100	100	3	1	0
CC(=O)N1CCc2cc(S(=O)(=O)CCC(=O)Nc3ccc4c(c3)OCCO4)ccc21	24	-5	-3	-1	.	.	-1	.	2
O=S(=O)(c1cccc2cccnc12)N1CCN(c2ccccn2)CC1	-6	10	-1	-4	107	104	1	6	1
C#CCOc1ccc(/C=C2/C(=O)ON=C2C)cc1Cl	13	-6	-2	1	104	102	-3	-2	21
O=C(COc1cccc2ccccc12)N1CCN(c2ccccn2)CC1	31	14	-9	5	104	102	3	4	-11
COc1cccc2c1OCC/C2=N\NC(=O)C(C)Oc1ccc([N+](=O)[O-])cc1 (stereo not drawn)	-18	15	-13	1	83	89	8	-8	-2
C#CCOCCOCCOCCNc1nc(N2CCN(C(=O)[C@H](CCC(=O)O)n3cc(C(N)CC(C)C)nn3)CC2)nc(N2CCN(C(=O)[C@H](Cc3ccc(O)cc3)n3cc(C(N)CC(C)C)nn3)CC2)n1 (stereo partly drawn)	12	2	-14	-1	105	110	1	9	-5
O=C(NCCc1c[nH]c2ccc(Cl)cc12)c1ccc([N+](=O)[O-])cc1	.	12	-6	-3	104	100	-2	-9	0
COc1ccc(NC(=O)CC(NCCc2ccccc2)C(=O)O)c(OC)c1 (stereo not drawn)	3	-18	-1	-4	106	104	-2	0	5
Fc1ccccc1Cn1cnc(NC(=S)NCCc2ccccc2)n1	20	6	-10	-9	93	95	.	-4	-1
COc1cc(/C=N/NC(=O)Cc2c[nH]c3ccccc23)cc(OC)c1OC	4	10	-2	7	100	97	-1	-5	2
Cc1nc(N2CCCCC2)c2c(C)c(C(=O)Nc3ccc4c(c3)OCCO4)sc2n1	13	-14	-5	0	97	92	3	-4	5
O=C(CSc1nc2c(sc3ccccc32)c(=O)n1CCCN1CCOCC1)NCC1CCCO1 (stereo not drawn)	-3	-4	-2	6	98	99	2	0	-1
O=C(NC1CCCC1)c1cc(-c2ccccc2)on1	15	11	-5	0	103	103	4	3	5
O=C(C1CC(c2ccc(F)cc2)=NO1)N1CCc2ccccc2C1 (stereo not drawn)	3	6	-25	2	100	103	3	-2	-1

(list continues)
SMILES	NALP1 inh	SUMO HTRF inh	pCIP destab	IDE inh	MEKK3 PB1 HTS	MEKK2 WT-MEK5	IDE act	MEKK2mut PB1 HTS	PfM18AAP inh
NNC(=O)c1oc2nc(-c3ccccc3)cc(-c3ccco3)c2c1N	.	48	-6	4	87	89	.	-10	5
CC(Sc1nnc2c(n1)C1CCC2(C)C1(C)C)C(=O)Nc1ccccc1 (stereo not drawn)	24	-4	-6	8	98	107	-1	6	11
O=C1CC(Nc2ccc3ccccc3c2)C(=O)N1Cc1ccccc1 (stereo not drawn)	6	-11	7	-3	101	102	5	5	1
OC1CCCN(Cc2cn(Cc3ccccc3)nc2-c2cc3ccccc3o2)C1 (stereo not drawn)	6	8	-25	-1	92	97	2	-5	-9
CCSC1=C(C#N)C(c2cccc(O)c2)CC(=O)N1 (stereo not drawn)	0	-2	2	0	97	98	-1	-3	6
C=CCN(CC=C)C(=S)NC(=O)/C=C/c1ccc(C)cc1	25	4	-12	-1	104	106	2	-1	-8
O=C(NC1CCN(Cc2ccccc2)CC1)C1CCN(S(=O)(=O)c2cccc3cccnc23)CC1	.	0	-6	-5	104	110	3	2	4
CCn1c(=O)c(C(=O)CN2CCN(S(=O)(=O)c3cc(C)ccc3C)CC2)c(N)n(Cc2ccccc2)c1=O	27	-2	-1	8	99	95	-2	0	3
CCOC(=O)c1c(C=O)c(C)n(Cc2ccccc2Cl)c1C	-7	-8	-12	-1	100	94	1	-6	-17
CC1(C)Cc2nc3sc4c(SCC(=O)NC(c5ccccc5)c5ccccc5)ncnc4c3cc2CO1	14	-48	5	9	105	104	5	5	-2
COc1ccc(C2C3=C(CC(C)(C)CC3=O)Nc3c2c(=O)n(C)c(=O)n3C)cc1OC (stereo not drawn)	-8	-2	15	0	128*	119	-2	1	-1
O=S(=O)(c1ccc(NCCc2c[nH]c3ccccc23)nc1)N1CCOCC1	12	3	0	-1	97	97	2	-1	-1

Screening data from PubChem.

Not all compounds are listed; the hit share may differ from the screen's.
